From PubChem
hIAP block – blocks human intestinal alkaline phosphatase; 0.12% of 330,000 active; AID 2544; P09923; inhibition, % at 10 µM; purified IAP, CDP-Star luminescence, 30 min;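 active = inhibition reaching a set limit with compound at 10 µM in the primary screen, cut at about 35% in these data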;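 note: plate controls were DMSO wells with enzyme for no effect and no-enzyme buffer wells for full effect; values of inactives mirror those of a sister screen read the other way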
mIAP act – increases mouse intestinal alkaline phosphatase activity. muIAP, CDP-Star luminescence, 30 min; active compounds read high; 1 = vehicle-only enzyme signal, 0 = enzyme-free wells. activation factor at 10 µM. 0.24% of 330,000 active;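 active = activation factor of at least 2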; note: the source names both 10 and 20 µM as test concentration; values of inactives mirror those of a sister screen read the other way
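System: mouse IAP enzyme. Reagent: CDP-Star chemiluminescent phosphatase substrate. Benchmarks: DMSO wells, no-enzyme wells. Times: 30 min enzyme-substrate-compound incubation at room temperature. Detection: luminescence from enzymatic CDP-Star hydrolysis. Doses: test compounds delivered from DMSO solution.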
APOBEC3G inh – inhibitors of human APOBEC3G DNA deaminase. recombinant A3G, ssDNA deamination FAM/TAMRA fluorescence. 0.28% of 330,000 active. AID 493012. Q9HC16. inhibition, % at 20 µM;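 active = inhibition of at least 40% at 20 µM, with no more than 30% in the related APOBEC3A deaminase screen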;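 note: plate controls were DMSO wells with A3G for no effect and wells lacking A3G enzyme for full effect; some compounds called inactive have numbers as strong as hits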
Target sequence (Q9HC16 whole entry, looked up): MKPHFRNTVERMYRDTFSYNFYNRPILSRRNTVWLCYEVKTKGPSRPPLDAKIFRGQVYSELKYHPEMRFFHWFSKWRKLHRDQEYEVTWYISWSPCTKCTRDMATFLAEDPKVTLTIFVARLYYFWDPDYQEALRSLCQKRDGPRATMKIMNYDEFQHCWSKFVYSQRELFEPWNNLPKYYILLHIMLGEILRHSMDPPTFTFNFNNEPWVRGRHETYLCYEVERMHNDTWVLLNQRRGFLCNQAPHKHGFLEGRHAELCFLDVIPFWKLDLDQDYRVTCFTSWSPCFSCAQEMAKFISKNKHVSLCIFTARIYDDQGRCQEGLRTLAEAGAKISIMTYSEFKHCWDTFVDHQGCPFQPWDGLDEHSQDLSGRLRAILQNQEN
NLRP3 yeast inh – blocks the NALP3 inflammasome reconstituted in yeast. AID 2825. Yeast reconstituted NLRP3/ASC/caspase-1, beta-gal luminescence, 24 h. 0.39% of 330,000 active. inhibition, % at 10 µM;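 active = inhibition of 50% or more; inactive = inhibition below 50%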;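 note: plate controls were induced DMSO wells for no effect and uninduced yeast grown without galactose for full effect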
SENP1 FRET inh – blocks the human SENP1 SUMO protease catalytic domain | Q9P0U3 | recombinant SENP1 catalytic domain, CyPet-SUMO1-YPet FRET cleavage | inhibition, % at 10 µM | 0.21% of 360,000 active;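 active = inhibition at least 30% at 10 µM, raw YFP signal under a set limit, fluorescence ratio 0.5 to 1.5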;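 note: 0% = enzyme with DMSO and 100% = no enzyme wells; some results filed as inactive read as strong as hits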
Target sequence (Q9P0U3 419-644 limits assumed): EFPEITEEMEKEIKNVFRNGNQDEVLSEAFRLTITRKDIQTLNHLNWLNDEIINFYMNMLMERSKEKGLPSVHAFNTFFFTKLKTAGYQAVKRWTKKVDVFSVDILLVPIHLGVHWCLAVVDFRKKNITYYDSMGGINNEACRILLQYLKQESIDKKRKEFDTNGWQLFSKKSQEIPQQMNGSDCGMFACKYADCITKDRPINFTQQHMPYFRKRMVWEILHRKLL
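Material – human SENP1 catalytic domain · Input – SENP1 enzyme, 20 pM final · Compound dosing – single concentration of 10 µM compound, 0.5% DMSO final · Timing – enzyme reaction for 50 min at room temperature, dark · Measured by – FRET fluorescence in CFP and YFP emission channels · Control set – no-enzyme wells low, DMSO-plus-enzyme wells high control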
beta cell repl – induces beta-cell replication in MIN6 cells; MIN6 cells proliferation, ATPlite luminescence, 48 h; cells starved in 0.2% serum; 100% = growth in 10% serum; proliferation, % at 10 µM; 0.29% of 330,000 active;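 active = compounds whose signal lies at least 3.5 SD above the mean of all wells on their plate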;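 note: 0% = DMSO-treated cells in low-serum medium and 100% = 10% serum control; some compounds called inactive have numbers as strong as hits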
hIAP activ – increases human intestinal alkaline phosphatase activity. P09923. purified human IAP, CDP-Star luminescence, 30 min; active compounds read high; 1 = vehicle-only enzyme, 0 = enzyme-free background. activation factor at 10 µM. 0.16% of 330,000 active;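 active = activation factor of the enzyme at least 2-fold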; note: the source names both 10 and 20 µM as test concentration; values of inactives mirror those of a sister screen read the other way
APOBEC3A inh – blocks human APOBEC3A ssDNA deamination; P31941; recombinant A3A, FAM/TAMRA ssDNA deamination fluorescence; inhibition, % at 20 µM; 0.41% of 330,000 active; AID 493011;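 active = at least 40% inhibition at 20 µM here, with at most 30% in a related deaminase screen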;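 note: plate controls were A3A with DMSO for no effect and wells lacking A3A enzyme for full effect; some results filed as inactive read as strong as hits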
Target sequence (P31941 whole entry, looked up): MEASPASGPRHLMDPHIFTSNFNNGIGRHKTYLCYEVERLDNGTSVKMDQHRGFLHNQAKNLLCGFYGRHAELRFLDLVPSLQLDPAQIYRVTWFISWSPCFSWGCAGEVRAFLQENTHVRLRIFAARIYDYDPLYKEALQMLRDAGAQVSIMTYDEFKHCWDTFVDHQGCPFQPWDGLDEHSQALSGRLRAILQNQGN
mIAP inh – mouse IAP inhibition; purified mouse IAP, CDP-Star luminescence, 30 min; inhibition, % at 10 µM; 0.2% of 330,000 active; AID 2806;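 active = inhibition of at least 40% at 10 µM in the primary screen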;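 note: plate controls were DMSO with enzyme for no effect and no enzyme wells for full effect; values of inactives mirror those of a sister screen read the other way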
Starred values were filed as active, the others as inactive; . = no result given; & = joins results of further samples. The list is partial; the hit share may differ from the screen's.

1: CCCCC(=O)NC(c1ccc(OC)c(OC)c1)c1c(O)ccc2ccccc12 (configuration not stated)
2: O=C(NCc1ccco1)c1ccccc1NS(=O)(=O)c1cccs1
3: NC(=O)CSc1nnc(Cc2cccs2)n1C1CCCCC1
4: Cc1nn(C(=O)CCC(=O)NCc2cccc(F)c2)c2ccccc12
5: COc1ccc(CCNC(=O)c2cc3c(=O)n4cccc(C)c4nc3s2)cc1OC
6: CSc1ccc(/C=N/N2CCN(Cc3ccccc3Cl)CC2)cc1

assay / compound	1	2	3	4	5	6
APOBEC3A inh	-2	2	-5	0	-2	39
SENP1 FRET inh	3	1	0	0	-48	2
mIAP inh	-1	-9	4	2	4	-6
beta cell repl	-3	1	-1	10	-1	-4
NLRP3 yeast inh	7	3	8	12	14	13
APOBEC3G inh	-6	0	-5	-4	-10	6
hIAP block	1	-16	-4	39*	9	5
hIAP activ	0.99	1.2	1	0.61	0.91	0.95
mIAP act	1	1.1	0.96	0.98	0.96	1.1

Gathered by group, those above containing a thiophene ring, fused or not
2: O=C(NCc1ccco1)c1ccccc1NS(=O)(=O)c1cccs1
3: NC(=O)CSc1nnc(Cc2cccs2)n1C1CCCCC1
5: COc1ccc(CCNC(=O)c2cc3c(=O)n4cccc(C)c4nc3s2)cc1OC

assay / compound	2	3	5
APOBEC3A inh	2	-5	-2
SENP1 FRET inh	1	0	-48
mIAP inh	-9	4	4
beta cell repl	1	-1	-1
NLRP3 yeast inh	3	8	14
APOBEC3G inh	0	-5	-10
hIAP block	-16	-4	9
hIAP activ	1.2	1	0.91
mIAP act	1.1	0.96	0.96

Next section
7: O=C1c2ccccc2C2NC(=O)C3(CCCCC3)N12 (configuration not stated)
8: Cc1ccsc1C(=O)OCC(=O)NCC1CCCO1 (configuration not stated)
9: O=C(Nc1cccc(C(=O)Nc2ccc(Cl)cn2)c1)c1ccccc1
10: CC(=O)O[C@H]1C2OC(=O)C(C)=C2[C@@H]2OC(=O)[C@]3(CCC4OC41C)OC23 (some centres not stated)
11: COc1ccc(-c2nn(CCC(=O)O)cc2/C=C2\SC(N)=NC2=O)cc1
12: O=C(Nc1ccc(C(=O)O)cc1)/C(=C\C=C\c1ccccc1)NC(=O)c1ccc(Br)cc1

assay / compound	7	8	9	10	11	12
APOBEC3A inh	-1	1	0	-3	1	-3
SENP1 FRET inh	-1	1	1	-2	2	-4
mIAP inh	11	-3	1	5	2	22
beta cell repl	-5	1	-3	4	0	0
NLRP3 yeast inh	3	-5	24	16	14	26
APOBEC3G inh	-5	1	-1	-8	-2	-8
hIAP block	15	3	4	-6	-7	3
hIAP activ	0.85	0.97	0.96	1.1	1.1	0.97
mIAP act	0.89	1	0.99	0.95	0.98	0.79

13: NC(=O)CSc1nnc2n(-c3ccccc3)c(=O)c3c4c(sc3n12)CCCCC4
14: O=C1CC(N2CCN(Cc3ccc4c(c3)OCO4)CC2)C(=O)N1CCc1ccccc1 (configuration not stated)
15: COc1ccc(C2C(C(=O)Nc3cccc(OC)c3)c3ccccc3C(=O)N2C)cc1 (configuration not stated)
16: COC(=O)C1=C(C)N(Cc2ccco2)C(=O)/C1=C\c1ccc([N+](=O)[O-])cc1
17: CCN(C(=O)C(C)N1C(=O)/C(=C/c2cccs2)SC1=S)C1CCS(=O)(=O)C1 (configuration not stated)
18: CCCCN(C)C(=O)c1nc2ccccn2c1CNCCCn1nnc2ccccc21

assay / compound	13	14	15	16	17	18
APOBEC3A inh	5	1	4	1	-3	4
SENP1 FRET inh	1	1	2	12	-13	-2
mIAP inh	4	-2	-77	3	18	5
beta cell repl	-2	-2	-2	-6	-1	-3
NLRP3 yeast inh	7	28	-8	14	8	-3
APOBEC3G inh	1	-8	-1	-6	-5	-9
hIAP block	-1	11	-21	11	8	-13
hIAP activ	1	0.89	1.2	0.89	0.92	1.1
mIAP act	0.96	1	1.8	0.97	0.82	0.95

19: O=C(CCc1ccccc1)NN1C(=O)C2C3C=CC(C3)C2C1=O (configuration not stated)
20: O=C(O)/C(=C\c1cccs1)c1ccccc1
21: CS(=O)(=O)N1CCC(C(=O)NNC(=O)Nc2ccc(F)c(Cl)c2)CC1
22: O=C(CCC1CCCC1)Nc1ccon1
23: Cc1ccc(C(=O)Nc2ccc(NC(=O)c3ccco3)c(C)c2)cc1
24: CCn1cc(CN2CCC(n3nccc3NC(=O)CCCc3ccccc3)CC2)cn1

assay / compound	19	20	21	22	23	24
APOBEC3A inh	-2	1	0	-2	-5	-1
SENP1 FRET inh	2	1	0	1	1	-2
mIAP inh	6	1	-2	-5	1	-19
beta cell repl	-1	2	-3	0	-3	2
NLRP3 yeast inh	15	-12	3	-23	15	17
APOBEC3G inh	-12	-5	-4	-1	-7	-6
hIAP block	10	8	-20	-9	-11	8
hIAP activ	0.9	0.92	1.2	1.1	1.1	0.92
mIAP act	0.94	0.99	1	1.1	0.99	1.2

25: CCCOc1ccc(OCC(=O)c2[nH]c(C)c(C(C)=O)c2C)cc1
26: O=C(N/N=C/c1ccccc1)c1cc[n+]([O-])cc1
27: FC(F)(F)c1cnc(-c2cnc3c(-c4ccc(Cl)cc4)cnn3c2)c(Cl)c1
28: Cn1c(CCN2CCCCC2)nc2cc([N+](=O)[O-])ccc21
29: O=C(CCCC(=O)c1ccc(O)cc1)c1ccc(O)cc1
30: CCN(CC)S(=O)(=O)c1ccc(C2=NOC3(C2)N(C)c2ccccc2C3(C)C)cc1 (configuration not stated)

assay / compound	25	26	27	28	29	30
APOBEC3A inh	-4	1	-1	1	-8	0
SENP1 FRET inh	0	0	-2	-1	1	2
mIAP inh	-2	0	-7	9	-10	0
beta cell repl	-4	-2	2	1	0	0
NLRP3 yeast inh	-14	16	7	9	5	29
APOBEC3G inh	-1	-4	-4	-4	-13	5
hIAP block	-3	-2	-4	6	-2	-1
hIAP activ	1	1	1	0.94	1	1
mIAP act	1	1	1.1	0.91	1.1	1

31: CCC1CCCCN1C(=O)CSc1nc(N)cc(=O)[nH]1 (configuration not stated)
32: CCCCNCC(O)(c1ccc(Cl)cc1)c1ccc(Cl)cc1
33: Cc1cc(C)nc(/N=C(\N)Nc2ccc(OCc3ccccc3)cc2)n1
34: CC(=O)C1=C(C)NC(SCC(N)=O)=C(C#N)C1c1ccco1 (configuration not stated)
35: O=S1(=O)c2ccccc2OC(COCc2ccccc2)CN1C1CC1 (configuration not stated)
36: OCCCc1nc2ccccc2n1CCCCOc1ccccc1

assay / compound	31	32	33	34	35	36
APOBEC3A inh	-6	5	15	2	4	1
SENP1 FRET inh	1	-1	0	-10	-1	0
mIAP inh	1	-11	-70	11	4	-5
beta cell repl	-2	-5	-5	-3	.	-1
NLRP3 yeast inh	-5	12	9	16	.	12
APOBEC3G inh	-8	4	-7	-4	6	-1
hIAP block	-2	-4	-108	6	.	-9
hIAP activ	1	1	2.1*	0.94	.	1.1
mIAP act	0.99	1.1	1.7	0.89	0.96	1

37: Cc1ccc(S(=O)(=O)c2nc(-c3cccs3)oc2SCC(N)=O)cc1
38: Cc1cccc(Nc2nc(N)nc(CN3CCN(c4ccccc4F)CC3)n2)c1
39: COc1ccc(N2CCN(CCCNC(=O)CCC(=O)N3CCOc4ccc(Cl)cc43)CC2)cc1
40: CCN1CCN(C(=O)c2ccc3c(=O)n(CCC4=CCCCC4)c(=O)[nH]c3c2)CC1
41: COCCn1c(C)cc(C2=NNC(=NC3CC3)SC2)c1C
42: Cc1ccc(C)c(NC(=O)CSc2nnc([C@@H]3CCCN3C(=O)OC(C)(C)C)o2)c1

assay / compound	37	38	39	40	41	42
APOBEC3A inh	1	-1	-6	-3	0	-5
SENP1 FRET inh	-4	1	1	2	0	0
mIAP inh	11	6	-2	5	9	-6
beta cell repl	-1	-4	-4	-3	-5	0
NLRP3 yeast inh	13	3	7	12	-9	0
APOBEC3G inh	-5	-4	-6	-5	-3	-9
hIAP block	3	0	-15	-2	8	-15
hIAP activ	0.97	1	1.1	1	0.92	1.1
mIAP act	0.89	0.94	1	0.95	0.91	1.1

43: CC(=O)OC(C(=O)NCc1ccco1)c1ccncc1 (configuration not stated)
44: O=C(Nc1ccccc1-c1ccccc1)C(=O)Nc1ccccc1-c1ccccc1
45: O=C1NCCN/C1=C\C(=O)c1ccc(F)cc1
46: CC(C)NC(=O)CCCc1cn(C)c2ccccc12
47: CCn1cc(C(=O)NCC2CCCO2)c(=O)c2cc(F)c(N3CCN(C)CC3)cc21 (configuration not stated)
48: N#C/C(=C\c1c(N(Cc2ccccc2)Cc2ccccc2)nc2ccccn2c1=O)C(N)=O
49: CCC1Nc2ncnc(N3CCOCC3)c2N(Cc2ccc(Br)cc2)C1=O (configuration not stated)
50: CN1CCN(CC(=O)Nc2nc3ccccc3s2)CC1

assay / compound	43	44	45	46	47	48	49	50
APOBEC3A inh	0	3	-5	-7	2	-3	-3	1
SENP1 FRET inh	-1	.	1	-5	-2	-22	-1&-2	1
mIAP inh	-5	-10	-8	-1	1	0	12	2
beta cell repl	-2	-1	-1	-4	-5	-2	-4	-3
NLRP3 yeast inh	4	10	13	8	2	11	-3	10
APOBEC3G inh	-5	3	-3	-4	1	-3	-4	-5
hIAP block	-16	6	-5	-26	9	-19	2	-1
hIAP activ	1.2	0.94	1	1.3	0.91	1.2	0.98	1
mIAP act	1	1.1	1.1	1	0.99	1	0.88	0.98

Part of the list above in order of length of the SMILES, lowest first:
7: O=C1c2ccccc2C2NC(=O)C3(CCCCC3)N12 (configuration not stated)
40: CCN1CCN(C(=O)c2ccc3c(=O)n(CCC4=CCCCC4)c(=O)[nH]c3c2)CC1
42: Cc1ccc(C)c(NC(=O)CSc2nnc([C@@H]3CCCN3C(=O)OC(C)(C)C)o2)c1

assay / compound	7	40	42
APOBEC3A inh	-1	-3	-5
SENP1 FRET inh	-1	2	0
mIAP inh	11	5	-6
beta cell repl	-5	-3	0
NLRP3 yeast inh	3	12	0
APOBEC3G inh	-5	-5	-9
hIAP block	15	-2	-15
hIAP activ	0.85	1	1.1
mIAP act	0.89	0.95	1.1
